Screening results (PubChem BioAssay)
NCI-60 one-dose screen, 48 h, at 10 µM unless noted. Numbers give growth in % (100 = growth as untreated, 0 = no growth, -100 = all killed).
SK-OV-3 – SK-OV-3 ovarian cancer cells. 80,000 tested, 3.2% active
OVCAR-5 – OVCAR-5 ovarian cancer; 82,000 tested, 2.9% active; AID 1794783
OVCAR-3 – OVCAR-3 ovarian cancer | 79,000 tested, 7% active
NCI-H522 – NCI-H522 lung cancer; 78,000 tested, 8% active; AID 1794739
IGROV1 – IGROV1 ovarian cancer; 79,000 tested, 4.7% active
OVCAR-8 – OVCAR-8 ovarian cancer. 81,000 tested, 4.4% active. AID 1794782
NCI-H23 – NCI-H23 lung cancer | 80,000 tested, 4% active | AID 1794731
NCI/ADR-RES – NCI/ADR-RES ovarian cells; 81,000 tested, 4.4% active; AID 1794790
OVCAR-4 – OVCAR-4 ovarian cancer cells; 80,000 tested, 3.7% active
An asterisk follows results filed as active; & = joins results of further samples; ! = not active in a repeat; [ ] = another dose, or the depositor's remark. How the source made its calls: active means growth percent below 10; inactive means the rest. Random draw from the library. About 11% of those tested had a hit in this group.

For C=C(C)[C@@H]1CC[C@]2(C)[C@H](C(=O)C=C3[C@@H]4C[C@](C)(C(=O)N5CCN(C)CC5)CC[C@]4(C)CC[C@]32C)[C@@]1(C)CCC#N the results were SK-OV-3 -76*[100 µM], OVCAR-5 -76*[100 µM], OVCAR-3 -77*[100 µM], NCI-H522 -69*[100 µM], IGROV1 -76*[100 µM], OVCAR-8 -71*[100 µM], NCI-H23 -74*[100 µM] and NCI/ADR-RES -81*[100 µM].
For O=C(Cn1nc(-c2ccccc2)ccc1=O)N/N=C1\SCC(=O)N1C1CCCCC1 the results were SK-OV-3 110, OVCAR-5 100, OVCAR-3 98, NCI-H522 84, IGROV1 105, OVCAR-8 98, NCI-H23 99, NCI/ADR-RES 105 and OVCAR-4 96.
CC1=CC(=O)C=CC1=Nc1ccc(N(C)C)cc1 was read as SK-OV-3 72&94, OVCAR-5 84&140, OVCAR-3 -94*!, NCI-H522 30, IGROV1 49&88, OVCAR-8 52&86, NCI-H23 -21*!, NCI/ADR-RES 38&78 and OVCAR-4 21&45.
For N#Cc1nc(-c2ccccc2)oc1S(=O)(=O)N1CCN(CCc2ccccn2)CC1 the results were SK-OV-3 137, OVCAR-5 86, OVCAR-3 31, NCI-H522 -66*, IGROV1 10, OVCAR-8 85, NCI/ADR-RES 99 and OVCAR-4 90.
For CN1CCN(CC#CCn2c3c(c4ccccc42)C[C@]2(C)[C@H]4CC[C@@H]5[C@H]6[C@H]7OC(=O)[C@@]6(CCC7(C)C)CC[C@@]5(C)[C@]4(C)CC[C@H]2C3(C)C)CC1 the results were SK-OV-3 106, OVCAR-5 112, OVCAR-3 80, NCI-H522 102, IGROV1 91, OVCAR-8 60, NCI-H23 93, NCI/ADR-RES 77 and OVCAR-4 74.
Screening N#Cc1ccc(-c2cc3cc(Br)ccc3oc2=O)n(N)c1=O returned SK-OV-3 67, OVCAR-5 101, OVCAR-3 92, NCI-H522 80, IGROV1 83, OVCAR-8 97, NCI-H23 85, NCI/ADR-RES 105 and OVCAR-4 94.
Screening C#C[C@]1(O)CC[C@H]2[C@@H]3CC=C4c5sc(-c6ccc7c(c6)OCO7)nc5CC[C@]4(C)[C@H]3CC[C@@]21C returned SK-OV-3 52, OVCAR-5 36, OVCAR-3 -13*, NCI-H522 2.2*, IGROV1 35, OVCAR-8 30, NCI-H23 6.4*, NCI/ADR-RES 39 and OVCAR-4 35.
Screening O=C(COc1cccc2cccnc12)Nc1ccc(C(=O)/C=C/c2ccc(Br)cc2)cc1 returned SK-OV-3 110, OVCAR-5 104, OVCAR-3 112, NCI-H522 95, IGROV1 104, OVCAR-8 102, NCI-H23 102, NCI/ADR-RES 100 and OVCAR-4 116.
For O=[N+]([O-])c1ccc(C2N(Cc3ccc(Cl)cc3)CCN2Cc2ccc(Cl)cc2)cc1 the results were SK-OV-3 90, OVCAR-5 90, OVCAR-3 91, NCI-H522 76, IGROV1 86, OVCAR-8 91, NCI-H23 97, NCI/ADR-RES 88 and OVCAR-4 102.
C=C1CC[C@H](O)C/C1=C/C=C1\CCCC2(C)C1CCC2C(C)CCCC(C)C (some centres undefined) was read as SK-OV-3 103, OVCAR-3 109, NCI-H522 97, IGROV1 109, OVCAR-8 86, NCI-H23 87, NCI/ADR-RES 93 and OVCAR-4 107.
COc1cc2oc(-c3ccc(NC(=O)c4ccc(C#N)cc4)cc3)cc(=O)c2c(OC)c1OC was read as SK-OV-3 121, OVCAR-5 95, OVCAR-3 104, NCI-H522 76, IGROV1 102, OVCAR-8 94, NCI-H23 98, NCI/ADR-RES 106 and OVCAR-4 90.
Screening Oc1ccc(Cc2ccccc2)cc1 returned SK-OV-3 93, OVCAR-5 88, NCI-H522 60, IGROV1 70, OVCAR-8 86, NCI-H23 89 and NCI/ADR-RES 94.
For COc1cc(/C=C/C(=O)c2ccc(NC(=O)CSc3nnc(-c4cc(-c5ccc(Cl)cc5)nc5ccccc45)n3-c3ccccc3)cc2)cc(OC)c1OC the results were SK-OV-3 97, OVCAR-5 107, OVCAR-3 101, NCI-H522 93, IGROV1 80, OVCAR-8 89, NCI-H23 90, NCI/ADR-RES 105 and OVCAR-4 97.
For O=NOCc1ccccc1 the results were SK-OV-3 101, OVCAR-5 110, OVCAR-3 110, NCI-H522 94, IGROV1 104, OVCAR-8 101, NCI-H23 100 and NCI/ADR-RES 99.
`Cc1ccc(S(=O)(=O)Nc2nnc(C(C)C)s2)cc1` gave SK-OV-3 89, OVCAR-5 104, OVCAR-3 115, NCI-H522 86, IGROV1 115, OVCAR-8 100, NCI-H23 95, NCI/ADR-RES 101 and OVCAR-4 97.

The final 4 records of the part before lead into the next:
Screening Oc1ccc(Cc2ccccc2)cc1 returned SK-OV-3 93, OVCAR-5 88, NCI-H522 60, IGROV1 70, OVCAR-8 86, NCI-H23 89 and NCI/ADR-RES 94.
For COc1cc(/C=C/C(=O)c2ccc(NC(=O)CSc3nnc(-c4cc(-c5ccc(Cl)cc5)nc5ccccc45)n3-c3ccccc3)cc2)cc(OC)c1OC the results were SK-OV-3 97, OVCAR-5 107, OVCAR-3 101, NCI-H522 93, IGROV1 80, OVCAR-8 89, NCI-H23 90, NCI/ADR-RES 105 and OVCAR-4 97.
For O=NOCc1ccccc1 the results were SK-OV-3 101, OVCAR-5 110, OVCAR-3 110, NCI-H522 94, IGROV1 104, OVCAR-8 101, NCI-H23 100 and NCI/ADR-RES 99.
`Cc1ccc(S(=O)(=O)Nc2nnc(C(C)C)s2)cc1` gave SK-OV-3 89, OVCAR-5 104, OVCAR-3 115, NCI-H522 86, IGROV1 115, OVCAR-8 100, NCI-H23 95, NCI/ADR-RES 101 and OVCAR-4 97.
For Fc1ccc(Oc2ccc(F)cc2)cc1 the results were SK-OV-3 107, OVCAR-5 101, NCI-H522 98, IGROV1 106, OVCAR-8 103, NCI-H23 103, NCI/ADR-RES 102 and OVCAR-4 107.
COc1ccccc1/C=C/C(=O)CCC(=O)O was read as SK-OV-3 99, OVCAR-5 104, OVCAR-3 107, NCI-H522 103, IGROV1 110, OVCAR-8 105, NCI-H23 106, NCI/ADR-RES 107 and OVCAR-4 104.
For O=NC1C(Cl)C2CC1C1COCC21 (centres undefined) the results were SK-OV-3 99, OVCAR-5 108, OVCAR-3 118, NCI-H522 94, IGROV1 106, OVCAR-8 106, NCI-H23 103, NCI/ADR-RES 101 and OVCAR-4 89.
`Nc1nnc(Sc2nc3ccc(Cl)cc3c(=O)n2-c2ccc(Oc3ccccc3)cc2)s1` gave SK-OV-3 111, OVCAR-5 110, OVCAR-3 112, NCI-H522 89, IGROV1 107, OVCAR-8 100, NCI-H23 101, NCI/ADR-RES 115 and OVCAR-4 102.
For Cc1cc(=O)n2nc(-c3cn(C)c4ccc(Cl)cc34)sc2n1 the results were SK-OV-3 84, OVCAR-5 94, NCI-H522 89, IGROV1 84, OVCAR-8 97, NCI-H23 92, NCI/ADR-RES 93 and OVCAR-4 94.
`Clc1ccc(-c2cn3ccsc3n2)c(Cl)c1Cl` gave SK-OV-3 118, OVCAR-5 89, OVCAR-3 93, NCI-H522 81, IGROV1 77, OVCAR-8 96, NCI-H23 90, NCI/ADR-RES 100 and OVCAR-4 74.
N#Cc1c(-c2ccccc2)nc(SCC(=O)Nc2nc(-c3ccc(Cl)cc3)cs2)[nH]c1=O was read as SK-OV-3 85, OVCAR-5 91, OVCAR-3 108, NCI-H522 78, IGROV1 97, OVCAR-8 99, NCI-H23 84, NCI/ADR-RES 103 and OVCAR-4 110.
O=C1/C(=C/c2cccc(OCc3ccc(Cl)c(Cl)c3)c2)N=C2OCCCN12 was read as SK-OV-3 90, OVCAR-5 100, OVCAR-3 71, NCI-H522 64, IGROV1 93, OVCAR-8 83, NCI-H23 79, NCI/ADR-RES 81 and OVCAR-4 74.
For CC[C@H](CC[C@@H](C)[C@H]1CC[C@H]2[C@@H]3CC[C@@H]4CC(=O)/C(=C\c5ccncc5)C[C@]4(C)[C@H]3CC[C@]12C)C(C)C the results were SK-OV-3 100, OVCAR-5 104, OVCAR-3 106, NCI-H522 95, IGROV1 104, OVCAR-8 100, NCI-H23 99, NCI/ADR-RES 104 and OVCAR-4 110.
CCN1C(=O)N(CC)C2C1NN=c1s/c(=C\c3ccc(Br)cc3)c(=O)n12 (centres undefined) was read as SK-OV-3 16, OVCAR-5 35, OVCAR-3 3.8*, NCI-H522 -50*, IGROV1 13, OVCAR-8 2.9*, NCI-H23 29, NCI/ADR-RES 5.6* and OVCAR-4 66.
For O=C(Cn1cc(CN2C(=O)C3CCCN3C(=O)c3ccccc32)nn1)Nc1cccc(Cl)c1 (centres undefined) the results were SK-OV-3 94, OVCAR-5 99, OVCAR-3 106, NCI-H522 88, IGROV1 94, OVCAR-8 99, NCI-H23 93, NCI/ADR-RES 99 and OVCAR-4 99.
`Cc1ccc(Nc2cc(N)[nH]c(=O)n2)cc1C` gave SK-OV-3 109, OVCAR-5 107, OVCAR-3 132, NCI-H522 95, IGROV1 104, OVCAR-8 99, NCI-H23 100, NCI/ADR-RES 112 and OVCAR-4 114.
Screening CCOC(=O)[C@@H](C)C[C@H](Cc1ccccc1)NC(=O)c1csc([C@@H](C[C@H](C(C)C)N(C)C(=O)[C@@H](NC(=O)[C@H]2C[C@H](O[Si](C)(C)C(C)(C)C)CCN2C)C(C)C)OC(C)=O)n1 returned SK-OV-3 -2.9*[9.25 µM], OVCAR-5 9.1*[9.25 µM], OVCAR-3 1.1*[9.25 µM], NCI-H522 -47*[9.25 µM], IGROV1 16[9.25 µM], OVCAR-8 -2.8*[9.25 µM], NCI-H23 18[9.25 µM], NCI/ADR-RES -3.2*[9.25 µM] and OVCAR-4 17[9.25 µM].
Screening O=[N+]([O-])c1cccc(-c2nc3sccn3c2-c2ccnc(NCCCNS(=O)(=O)c3ccc(C(F)(F)F)cc3)n2)c1 returned SK-OV-3 72, OVCAR-5 91, OVCAR-3 29, NCI-H522 21, IGROV1 26, OVCAR-8 22, NCI-H23 30, NCI/ADR-RES 8.8* and OVCAR-4 15.
CNCc1cccc2c1OCCOCCOCCN(CCN1CCOCC1)S(=O)(=O)c1ccc(cc1)-c1cnc(N)c(n1)C(=O)N2 was read as SK-OV-3 17, OVCAR-5 119, OVCAR-3 49, NCI-H522 49, IGROV1 48, OVCAR-8 62, NCI-H23 42, NCI/ADR-RES 108 and OVCAR-4 55.
`CCCCCC(CCc1ccccc1)(C(=O)OCC)C(=O)OCC` gave SK-OV-3 99, OVCAR-5 102, OVCAR-3 114, NCI-H522 93, IGROV1 92, OVCAR-8 97, NCI-H23 90, NCI/ADR-RES 95 and OVCAR-4 103.
Screening CSCCC1NC(=O)C(CC(N)=O)NC(=O)C2CCCN2C(=O)C2CSSCC(NC(=O)CNC(=O)C3CSSCC(NC(=O)CNC(=O)C(CCCNC(=N)N)NC1=O)C(=O)NCC(=O)NC(C(C)C)C(=O)NC1CSSCC(NC(=O)C(Cc4ccccc4)NC(=O)C(CCCNC(=N)N)NC(=O)C(NC(=O)CNC(=O)C(C)NC(=O)C4CCCN4C(=O)C(N)CC(N)=O)CSSCC(C(=O)NC(CCCCN)C(=O)NC(Cc4ccccc4)C(=O)O)NC1=O)C(=O)N3)C(=O)N2 (centres undefined) returned SK-OV-3 122, OVCAR-5 104, OVCAR-3 123, NCI-H522 103, IGROV1 104, OVCAR-8 110, NCI-H23 103, NCI/ADR-RES 114 and OVCAR-4 113.
CC1(C)CCC(=NNC(N)=S)CC1 was read as SK-OV-3 117, OVCAR-5 109, OVCAR-3 112, NCI-H522 97, IGROV1 116, OVCAR-8 100, NCI-H23 99, NCI/ADR-RES 105 and OVCAR-4 112.
Screening Brc1ccc2nc(-c3cn(Cc4ccccc4)c4ncccc34)n(Cc3ccccc3)c2n1 returned SK-OV-3 84, OVCAR-5 106, OVCAR-3 77, NCI-H522 70, IGROV1 76, OVCAR-8 83, NCI-H23 77, NCI/ADR-RES 91 and OVCAR-4 68.
`CCN1C(=S)N(c2ccccc2)C2NC(=O)N(/N=C/C=C/c3ccccc3OC)C21` (centres undefined) gave SK-OV-3 115, OVCAR-5 98, OVCAR-3 94, NCI-H522 89, IGROV1 92, OVCAR-8 73, NCI/ADR-RES 99 and OVCAR-4 81.

Quoted at random: 2 compounds from above
`Nc1nnc(Sc2nc3ccc(Cl)cc3c(=O)n2-c2ccc(Oc3ccccc3)cc2)s1` gave SK-OV-3 111, OVCAR-5 110, OVCAR-3 112, NCI-H522 89, IGROV1 107, OVCAR-8 100, NCI-H23 101, NCI/ADR-RES 115 and OVCAR-4 102.
For C=C(C)[C@@H]1CC[C@]2(C)[C@H](C(=O)C=C3[C@@H]4C[C@](C)(C(=O)N5CCN(C)CC5)CC[C@]4(C)CC[C@]32C)[C@@]1(C)CCC#N the results were SK-OV-3 -76*[100 µM], OVCAR-5 -76*[100 µM], OVCAR-3 -77*[100 µM], NCI-H522 -69*[100 µM], IGROV1 -76*[100 µM], OVCAR-8 -71*[100 µM], NCI-H23 -74*[100 µM] and NCI/ADR-RES -81*[100 µM].
